West Nile antiviral: West Nile virus antiviral activity, cell-based, CPE readout (AID 1621) | West Nile virus-infected cells, CPE inhibition; higher % means a stronger effect | one-dose CPE inhibition, % at 10 µM; IC50 in µM for titrated hits | actives 0.02% (n = 290,000); in the data active means a potency from the dose series; inconclusive means CPE inhibition mostly from about 3.7% at the one dose, without a potency; inactive means the rest, 99 in 100 with CPE inhibition below about 2.2%; further: strong numbers were not always called active
RSV CPE inhibition: RSV antiviral activity via CPE protection, HEp-2 cells, primary 10 µM value included (AID 2391). HEp-2 cells, RSV-induced CPE inhibition; higher % means a stronger effect. CPE inhibition, % at 10 µM; hits with a dose series show IC50 in µM. actives 0.13% (n = 310,000); in the data active means a potency from the dose series; inconclusive means CPE inhibition mostly from about 23% at the one dose, without a potency; inactive means the rest, 99 in 100 with CPE inhibition below about 21%; further: strong numbers were not always called active
PhoP inhibition: inhibitors of PhoP regulon expression, primary screen, Salmonella Typhimurium, GFP reporter (AID 1863). S. Typhimurium PhoP-regulated promoter GFP reporter, 4 h; higher % means a stronger effect. inhibition, % at 50 µM, or IC50 in µM where a hit was titrated. actives 0.16% (n = 300,000);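 active means inhibition over 29.93%, a cutoff 3 SD above the screen mean, later confirmed by dose response; inconclusive means inhibition over 29.93% but no dose response follow-up; inactive means inhibition at most 29.93% or unconfirmed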;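 further: 0% = low Mg2+ inducing control and 100% = high Mg2+ repressing control; strong numbers were not always called active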
Myeloid diff 2: induction of myeloid progenitor differentiation, primary screen, cell-based, flow cytometry, MLPCN library | ER-HoxA9 myeloid progenitors, lysozyme-GFP differentiation | calls only at 10 µM | actives 1% (n = 360,000) | AID 624256, 2012;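 active means normalized GFP-positive differentiation at or above the plate's own cutoff, the solvent-only control mean plus 3 SD; inconclusive means no clear call, values can overlap the other calls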;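 further: cells exposed to compound for four days before flow analysis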
WT yeast gro inh: growth inhibition of WT strain, primary screen, mitochondrial fusion inhibitor project, WT and mutant strains, chemical genetic | mitochondrial fusion phenotypic screen | actives 2.1% (n = 190,000) | AID 1362, 2008 | inhibition, % at 10 µM; in the data active means inhibition above about 58%; tested in S. cerevisiae
Rac1 GTP hydrolysis: MgcRacGAP GTPase-activating activity inhibitors, confirmation, biochemical, ADP Hunter fluorescence; Rac GTPase-activating protein 1 (Homo sapiens); MgcRacGAP-stimulated Rac1 GTP hydrolysis, ADP Hunter fluorescence; higher % means a stronger effect; GST-tagged Rac1 F28L mutant substrate; inhibition, % at 30 µM, or IC50 in µM where a hit was titrated; actives 0.6% (n = 340,000); AID 624330, 2012;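 active means first-screen hits whose inhibition reached a set limit at any dose in the follow-up dose series; inconclusive means inhibition above the set first-screen limit but never retested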;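 further: fluorescence reports GDP produced by GAP-driven GTP hydrolysis; strong numbers were not always called active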
b-catenin transl: modulators of beta-catenin nuclear translocation, primary screen, imaging, HeLa cells, immunofluorescence, high-content; AID 1665, 2009; actives 0.3% (n = 190,000); nuclear translocation activity, % at 5 µM;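 active means nuclear translocation activity above 50% at 5 µM, with a well cell count of 50 or more; inconclusive means wells under 50 cells across six images, flagged as toxic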;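 further: per-cell ratio of nuclear to cytoplasmic median beta-catenin stain intensity; plate controls were DMSO negative control for no effect and GSK-3 inhibitor IX positive control for full effect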
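Assay system: human HeLa cells, native beta-catenin; doses: 5 µM primary, 0.02–20 µM confirmation; incubation: compound treatment 24 h, 37°C, 5% CO2; technique: fluorescence imaging of beta-catenin antibody stain plus DAPI; measure: % activation, nuclear-to-cytoplasmic median beta-catenin signal ratio per cell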
T cell HTS: modulators of CD8 T cell-vesicle binding, primary screen, mouse 2C CD8+ T cells, flow cytometry. 2C CD8+ T cell-vesicle binding; hits give low values. calls only at 7 µM. AID 2052, 2009. actives 0.068% (n = 330,000);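 active means response, share of CD8 T cells binding vesicles, and their 90th percentile fluorescence all below set limits, cut at about 80% in these data, passing the limit was not always enough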
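material = purified 2C TCR transgenic mouse naive CD8+ T cells | controls = Unloaded micro-vesicles (low), QL9 vesicles with 0.7% DMSO (high) | detection = cytometric PE anti-B7-1 and Alexa647 anti-CD8 signals after 1% paraformaldehyde fixation | incubation = binding step 1.5 h, 37 °C, antibody labelling 20 min, ice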
Large T inhibition: SV40 large T antigen inhibitors, biochemical (AID 1903); SV40 large T antigen ATPase/helicase inhibition assay; higher % means a stronger effect; inhibition, % at 20 µM, or IC50 in µM where a hit was titrated; actives 0.39% (n = 310,000); in the data active means a potency from the dose series; inconclusive means inhibition mostly from about 32% at the one dose, without a potency; inactive means the rest, 99 in 100 with inhibition below about 32%; further: strong numbers were not always called active
WT yeast gro inh mutant strain: also measured in WT yeast gro inh; calls as there; inhibition, %; mitochondrial fusion phenotypic screen, mutant strain inhibition
b-catenin transl cell count 5 µM: further read-out of b-catenin transl, marked with its call; cell count; measured here: cell count, cytotoxicity flag
T cell HTS vesicle-bound %: second read-out of T cell HTS, no call of its own (marks repeat the call); double positive events, %; measured here: CD8+ vesicle-bound cell fraction;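 binding gate set so that unloaded-vesicle control wells show 10% double positive cells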
Myeloid diff 2 GFP+ MAC1+ %: further read-out of Myeloid diff 2, marked with its call; GFP+ MAC1+ double positive, %; measured here: differentiation confirmed by MAC1 staining
* hit, by the source's call; i = inactive; ? = inconclusive; . = no result given; & = joins results of further samples.

Structure,WT yeast gro inh mutant strain,Myeloid diff 2 GFP+ MAC1+ %,Large T inhibition,b-catenin transl,PhoP inhibition,b-catenin transl cell count 5 µM,West Nile antiviral,T cell HTS,WT yeast gro inh,Myeloid diff 2,T cell HTS vesicle-bound %,Rac1 GTP hydrolysis,RSV CPE inhibition
CC1CCN(c2nc(/C=C/c3ccccc3)nc3ccccc23)CC1,79.6,0.3,7.9%,-0.4,-1.1%,1254,-1.3%,i,65.9,i,44.5,-13.8%,1.8%
Cc1cccc(C)c1NC(=O)CNC(=O)c1ccc(S(=O)(=O)NCc2ccco2)cc1,.,1.5,.,.,.,.,.,i,.,i,27.0,4.6%,0.0%
CCc1ccc(N2CC(C(=O)OCC(=O)Nc3ccc(C(C)=O)cc3)CC2=O)cc1 (stereo unspecified),.,0.2,.,.,.,.,.,i,.,i,34.2,-0.2%,2.6%
CCc1nnc(NC(=O)C(NC(=O)c2ccccc2Cl)C(C)C)s1 (stereo unspecified),-16.2,0.5,6.6%,-1.1,-3.4%,1099,-0.4%,i,-3.1,i,34.9,12.3%,3.5%
CCCCN(CC)CCCNC(=O)c1cc2cc3ccc(OC)cc3nc2o1,7.5,0.4,5.9%,-0.8,1.7%,1339,.,i,17.8,i,24.8,19.7%,5.2%
c1ccc(Cc2cc(-c3ccccc3)on2)cc1,11.1,0.5,10.0%,0.1,0.0%,555,0.9%,i,37.2,i,27.3,4.7%,1.9%
N=c1c2c(-c3ccccc3)c(-c3ccccc3)n(Cc3ccco3)c2ncn1Cc1ccco1,-6.5,0.3,5.2%,3.4,2.9%,1129,1.1%,i,2.9,i,38.4,15.6%,-4.1%
CC1=C(C(=O)OC(C)C)C(c2cncc(-c3ccc(F)cc3)c2)C(C#N)=C(N)O1 (stereo unspecified),2.0,0.5,0.3%,-2.2,-10.8%,566,-0.1%,i,9.6,i,48.1,2.2%,0.3%
CC1(C)Cc2c(C#N)c(SCc3ccccc3)nc(N3CCOCC3)c2CO1,1.6,1.2,0.1%,-0.9,-11.8%,1435,2.7%,i,10.3,i,25.7,-5.9%,-3.0%
CCCc1cc(=O)n2[nH]c(SCc3ccc(Cl)cc3)nc2n1,.,1.0,3.6%,.,-6.2%,.,0.5%,i,.,i,31.5,-8.8%,12.9%
O=C(NCc1n[nH]c(=S)n1-c1cccc(C(F)(F)F)c1)c1ccc(S(=O)(=O)N2CCCCC2)cc1,.,0.5,5.6%,.,11.3%,.,-0.3%,i,.,i,42.8,6.5%,2.1%
Cc1ccc(-n2nnnc2SC(C)C(=O)Nc2ccc(Cl)cn2)cc1 (stereo unspecified),36.5,3.4,2.8%,-3.2,10.7%,768,-0.8%,i,45.7,i,23.2,2.9%,16.1%
CC(Oc1cccc(Cl)c1)c1ccnc2nc(/N=C/N(C)C)nn12 (stereo unspecified),4.8,0.5,5.1%,0.1,3.5%,1029,-0.8%,i,-7.6,i,39.7,-1.3%,0.0%
O=C(COC(=O)c1ccc2c(c1)OCCO2)Nc1cccc(S(=O)(=O)N2CCOCC2)c1,-6.8,0.4,19.6%,0.8,-10.6%,968,0.0%,i,-5.2,i,37.4,8.5%,1.1%
Cc1ccc(OCC(=O)Nc2cc(-c3nn4c(C)nnc4s3)ccc2C)cc1,-4.2,1.1,7.7%,0.7,-9.7%,1149,.,i,14.0,i,65.0,-1.0%,-0.7%
CC(C)N(C)CCOC(=O)c1ccccc1Cl,-30.3,0.7,10.8%,-1.1,12.9%,959,-0.3%,i,-6.1,i,25.0,6.4%,1.3%
Cn1nc(C(F)(F)F)c2cc(C(=O)Nc3ccc(C(F)(F)F)cc3)sc21,.,0.3,15.9%,0.0,-0.5%,1379,-0.5%,i,.,i,21.6,2.8%,7.2%
Cc1cc(C(=O)NCCCN2CCOCC2)n(-c2ccccc2)n1,-12.8,2.7,3.6%,-3.4,0.2%,1101,-0.5%,i,4.4,i,45.4,-3.4%,-0.6%
O=C(CN1CCN(Cc2ccccc2Cl)CC1)N/N=C/C=C/c1ccco1,.,0.3,21.7%,0.7,-8.1%,1316,0.1%,i,.,i,20.1,.,1.1%
Cc1ccc(-c2nc(N)sc2C)cc1,3.7,0.3,26.0%,-2.4,8.5%,1116,0.3%,i,18.8,i,37.1,28.2%,2.8%
COc1ccccc1NC(=O)Nc1cc(C(C)C)ccc1C,.,0.5,.,-0.3,-2.3%,1272,-0.1%,.,.,i,.,4.5%,.
Cc1cccc(OCc2nnc(SCC(=O)N3CCCCC3)o2)c1,.,2.1,6.8%,.,-1.7%,.,-0.8%,i,.,i,24.8,-3.3%,6.8%
COc1ccc(C2CC(C(F)(F)F)n3nc(C(N)=O)c(Cl)c3N2)cc1OC (stereo unspecified),4.3,0.4,7.5%,-3.3,-7.0%,997,-1.0%,i,-0.6,i,22.4,10.4%,3.4%
CN(C(=O)COc1ncnc2c1cnn2-c1ccccc1)C1CCCCC1,-1.2,0.4,7.0%,-0.9,8.3%,1157,-0.8%,i,-2.4,i,41.1,0.8%,?
Cc1ccc(NC(=O)C2CCCCC2C(=O)O)cc1C (stereo unspecified),.,1.2,7.3%,-3.3,-6.0%,1199,0.2%,i,.,i,36.7,4.5%,-0.1%
Cc1ccccc1C(=O)O/N=C/c1c(N2CCOCC2)n(C)c2ccccc12,8.2,.,26.1%,1.6,7.3%,1400,-1.1%,i,15.7,?,31.7,13.1%,1.5%
O=C(NCc1ccccc1)c1ccc(NC(=O)c2ccco2)cc1,.,1.3,-2.2%,.,2.4%,.,1.3%,i,.,i,30.4,5.2%,1.5%
CC(C)c1nnc(SCC(=O)N2CCN(C(=O)c3ccco3)CC2)n1N,-5.6,.,8.7%,-3.0,0.5%,1133,0.4%,i,-9.2,.,20.1,6.9%,0.0%
CC(C)c1ccc(C2(C)NC(=O)N(CC(=O)NC3(C#N)CCCC3)C2=O)cc1 (stereo unspecified),.,0.4,.,.,.,.,.,i,.,i,28.2,1.2%,0.5%
CC1(c2ccc(Cl)cc2)NC(=O)N(CC(=O)Nc2ccc(F)cc2)C1=O (stereo unspecified),.,0.5,3.6%,.,11.5%,.,0.1%,i,.,i,14.2,5.0%,6.2%
COc1cc(CN2CC(=O)N(c3ccccc3Cl)C2=S)cc(OC)c1OC,.,0.3,5.0%,.,-0.9%,.,-0.8%,i,.,i,54.3,5.7%,9.1%
CCn1c(CNC(=O)c2ccc3c(c2)OCO3)nnc1SCC(=O)Nc1cc(C)ccc1OC,1.6,0.5,2.5%,-0.3,2.0%,893,0.2%,i,7.5,i,51.2,5.6%,0.4%
CCOC(=O)C1=C(C)Nc2ccccc2N=C1NC(=O)c1cccc(S(=O)(=O)N(C)C)c1,-17.4,1.0,5.1%,1.9,10.8%,1092,-0.2%,i,-7.6,i,23.1,8.1%,2.9%
O=C(NCc1ccco1)C1CCCN(S(=O)(=O)c2ccccc2)C1 (stereo unspecified),8.0,0.5,1.4%,.,-8.7%,.,0.5%,i,-1.6,i,41.9,5.2%,-0.9%
COC(=O)C1C2C=CC3(CN(c4cccc(C)c4)C(=O)C13)O2 (stereo unspecified),9.8,1.2,6.1%,-2.0,-6.1%,1007,.,i,3.8,i,40.4,8.2%,2.6%
O=C(OCC(=O)N1CCC(Cc2ccccc2)CC1)c1ccc[nH]c1=O,8.6,0.7,7.2%,.,-8.1%,.,0.2%,i,4.5,i,34.4,?,0.4%
C=CCN(CC=C)C(=S)NCCc1ccc(OC)c(OC)c1,8.2,0.7,27.5%,-0.9,-11.5%,1370,0.4%,i,0.5,i,29.6,8.9%,1.8%
O=C(OCC(=O)c1c[nH]c2ccccc12)c1cc2ccccc2cc1O,9.4,1.1,6.9%,.,5.4%,.,-1.2%,i,-6.3,i,51.3,6.4%,2.5%
CC1Cc2ccccc2N1C1=NS(=O)(=O)c2ccccc21 (stereo unspecified),5.3,6.9,7.0%,1.6,12.7%,1196,-0.5%,i,5.5,i,17.9,5.1%,1.3%
CCN(CC)S(=O)(=O)c1ccc(N2CCOCC2)c(NC(=O)c2ccc(=O)n(C)n2)c1,.,0.1,.,.,.,.,.,i,.,i,37.2,-8.6%,2.9%
CN(C)CCCC(C)(O)C(C)(C)c1ccccc1 (stereo unspecified),10.2,0.2,14.1%,0.6,4.4%,507,2.1%,i,-15.7,i,7.6,7.0%,0.9%
C=CCNC(=O)C1(S(=O)(=O)c2ccccc2)CC=CC1,.,.,13.2%,.,-2.4%,.,0.3%,i,.,?,23.3,-6.4%,-0.2%
Cc1cc(C(=O)Nn2c(C3CCCCC3)nc3ccccc3c2=O)ccc1[N+](=O)[O-],24.2*,0.5,-10.6%,-5.7,20.7%,591,-0.4%,i,73.8*,i,36.7,13.5%,4.5%
Cc1ccc(-n2c(O)c(/C=N/n3cnnc3)c3ccccc3c2=O)cc1,0.0&-1.2,3.0&4.2,4.5%&22.1%,5.7&-1.8,-5.1%&-4.6%,1417&1437,0.2%&0.4%,i,-4.0&4.8,i,13.5&37.4,6.4%&18.1%,0.2%&2.0%

Complete entries, quoted from the list. Order of values: WT yeast gro inh mutant strain | Myeloid diff 2 GFP+ MAC1+ % | Large T inhibition | b-catenin transl | PhoP inhibition | b-catenin transl cell count 5 µM | West Nile antiviral | T cell HTS | WT yeast gro inh | Myeloid diff 2 | T cell HTS vesicle-bound % | Rac1 GTP hydrolysis | RSV CPE inhibition
Results for C=CCNC(=O)C1(S(=O)(=O)c2ccccc2)CC=CC1 : . | . | 13.2% | . | -2.4% | . | 0.3% | i | . | ? | 23.3 | -6.4% | -0.2%
Results for CN(C)CCCC(C)(O)C(C)(C)c1ccccc1 (stereo unspecified) : 10.2 | 0.2 | 14.1% | 0.6 | 4.4% | 507 | 2.1% | i | -15.7 | i | 7.6 | 7.0% | 0.9%

Assay outcomes from PubChem.
